ATXN viability: reduces viability in counter-screen for ATXN expression inhibitors. S2 cells (HEK-293 line with an ATXN2-luciferase reporter) viability, CellTiter-Fluor protease fluorescence, 24 h. Potency, µM (top dose mostly 56.7 µM), hits mostly cytotoxic. 0.49% of 400,000 active. AID 651635; further: potency means the concentration at half of the fitted maximal effect; nearly all actives have a fitted effect of over 40% in size
ATXN2 expr inh: ATXN2 expression inhibition | Potency, µM (highest dose often 57 µM), inactives show top-dose activity change, negative = inhibition, usual class: inhibitors | 0.72% of 360,000 active | HEK-293 ATXN2-luciferase reporter, luminescence, 24 h | AID 1745845; further: potency means the concentration at half of the fitted maximal effect; on the % scale 0 is the no-effect control and ±100 the full control effect; nearly all actives have a fitted effect of over 55% in size
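qHTS (up to 57 uM final) was run with 24 h compound exposure of reporter cells at 37 °C. Each well was multiplexed: SteadyGlo luminescence measured ATXN2-luciferase expression after a fluorogenic Gly-Phe-AFC viability readout (25 uM final).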
HT1080NT lethal: kills 2HG-producing HT-1080-NT fibrosarcoma cells | HT-1080-NT fibrosarcoma viability, CellTiter-Glo ATP luminescence, 48 h | Potency, µM (doses to about 46.1 µM), inactives show at the top dose activity, negative = less viability, usual class: cytotoxic | 1.6% of 360,000 active | AID 686970;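 further: NT is the 2HG producing partner of a matched IDH1 knockdown line; potency means the concentration at half of the fitted maximal effect; 0% = DMSO-treated cells and -100% = media-only wells without cells; nearly all actives have a fitted effect of over 55% in size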
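Compounds were tested in concentration-response format on HT-1080-NT cells for 48 hours at 37 degrees C. Cell viability came from CellTiter-Glo luminescence; curves were classified by r2, response magnitude and activity.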
IL-1B inflam inh: blocks inflammasome-driven IL-1 beta release. THP-1 LPS/ATP IL-1B secretion, AlphaLISA, 16 h; hits give low values. activity change, % at 57.5 µM. 4.7% of 360,000 active. AID 743279; in the data active means activity change below about -50%; inconclusive means mostly about -30% to -49%; further: on the % scale 0 is the no-effect control and ±100 the full control effect
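Secreted IL-1B measured by AlphaLISA bead assay after 16 h compound exposure of THP-1 cells; compounds (final up to 57.5 uM) added 1 h before LPS (250 ng/mL) and ATP (1.25 mM) stimulation; lower signal means less secretion.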
HepG2 tox: HepG2 cytotoxicity, counter-screen for TGF-b inhibitors; HepG2 CAGA-GFP viability, ATP luminescence, 18 h; Potency, µM (titrated, usually from 46.1 µM), without a hit: at the top dose activity change, negative = cytotoxicity, hits mostly cytotoxic; 0.76% of 410,000 active; AID 588856; further: potency means the concentration at half of the fitted maximal effect; some results filed as inactive show a strong effect at the top dose
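HepG2 CAGA-GFP cells (1000/well, DMEM with 1% FBS) received compound, then TGF-beta at 500 pg/mL final, and were incubated 18 hours at 37 degrees C. Viability was read by CellTiter-Glo luminescence. Media-only wells were set as complete cell-killing and DMSO as no toxicity.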
KB-3-1 cytotox: kills parental KB-3-1 adenocarcinoma cells; KB-3-1 viability, CellTiter-Glo ATP luminescence, 72 h; Potency, µM (doses to about 46.1 µM), for inactives: top-dose activity change, negative = cytotoxic, usual class: cytotoxic; 1.4% of 400,000 active; AID 1347075; further: potency means the concentration at half of the fitted maximal effect; on the % scale 0 is the no-effect control and ±100 the full control effect; nearly all actives have a fitted effect of over 60% in size
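Cytotoxicity measured as CellTiter-Glo luminescence after 72 h at 37 C. Compound titrations were pinned onto drug-naive KB-3-1 parental adenocarcinoma cells grown in DMEM with 10% FBS, and normalized data fitted to concentration-response curves.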
SW480 rerep: inducers of DNA re-replication in SW480 colon cancer cells | SW480 DNA re-replication, Hoechst DNA content imaging, 48 h | Potency, µM (series often up to 46.1 µM), inactives show at the top dose re-replication activation, usual class: activators | 1.8% of 340,000 active | AID 624297; further: potency means the concentration at half of the fitted maximal effect; % of control where 0% means no effect; nearly all actives have a fitted effect of over 55% in size
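Compounds, transferred as 23 nL by pin tool, were incubated with cells for 48 hr; DNA content per nucleus was then quantified by Hoechst staining and fluorescence plate imaging.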
HT1080 IDH1KD tx: toxicity to HT-1080 IDH1 knockdown cells (counter line) | 2% of 360,000 active | HT-1080 IDH1 knockdown viability, ATP luminescence, 48 h | Potency, µM (series often up to 46.1 µM), for inactives: at the top dose activity, negative = toxicity, usual class: cytotoxic;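 further: potency means the concentration at half of the fitted maximal effect; 0% = DMSO wells and -100% = cell-free medium wells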
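HT-1080-IDH1KD cells (IDH1 knocked down), 750/well in RPMI with 5% FBS, treated with compound 48 h at 37 degrees C. Viability by CellTiter-Glo luminescence, normalised to DMSO and no-cell wells; concentration-response curves classed.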
MCF10A rereplic: DNA re-replication induction in MCF 10a cells | Potency, µM (titrated, usually from 46.1 µM), inactives show at the highest dose activity, positive = re-replication, actives largely listed as activators | MCF 10A DNA re-replication, Hoechst nuclear intensity, 48 h | 2.9% of 350,000 active; further: potency means the concentration at half of the fitted maximal effect; % of control where 0% means no effect; nearly all actives have a fitted effect of over 50% in size
* marks the source's active call; other numbers are inactive results; i = inactive; ? = inconclusive; / = not tested or not shown; [ ] = another dose, or the depositor's remark. Unless noted, the call rests on the fitted dose curve; in most records, active means well fitted curve in the direction sought with a large enough effect; inconclusive means small, poorly fitted or top-dose-only effect, or another doubt; inactive means no such curve, though single readings can be large; an effect the other way counts as inactive or inconclusive.

1. O=CN1c2ccccc2CSc2ccccc21
2. CCN1N=C(c2ccccc2)Cn2c1nc1ccccc12
3. CCOc1nc(-c2ccc(Cl)cc2Cl)ccc1C#N
4. Cn1cc(CCC(=O)N2CCCC(CCC(=O)NCc3ccccc3F)C2)cn1 (stereo unspecified)
5. Cc1ccc(NC(NC(=O)c2ccccn2)C(Cl)(Cl)Cl)cc1 (stereo unspecified)
6. Nc1nn2cc(-c3ccc(Br)cc3)nc2c2ccccc12
7. Cc1ccc(OCCCC(=O)Nc2nncs2)cc1
8. COc1cccc(C2C(C#N)=C(N)Oc3cc(N)ccc32)c1OC (stereo unspecified)
9. Cc1cc(Cl)c2oc(C(=O)N(C)CCc3cnn(C)c3)c(C)c2c1
10. COc1ccc2oc3cc(C)[n+]([O-])c(-c4ccc(C)cc4)c3c2c1

Assay by compound,1,2,3,4,5,6,7,8,9,10
ATXN viability,i,i,i,i,i,i,i,i,i,i
ATXN2 expr inh,/,5%,-16%,/,-21%,/,3%,1%,-2%,-27%
HT1080NT lethal,-2%,-9%,-6%,-4%,2%,?,0%,10%,-2%,-3%
IL-1B inflam inh,14,1,3,19,13,-25,-15,-5,21,-23
HepG2 tox,3%,-8%,-31%,-76%,-7%,-41%,-21%,-9%,2%,-18%
KB-3-1 cytotox,-3%,-14%,?,0%,-12%,-27%,-5%,10%,-5%,?
SW480 rerep,-33%,2%,-4%,19%,-2%,24%,-3%,1%,23%,?
HT1080 IDH1KD tx,16%,-12%,-7%,0%,-15%,-27%,7%,7%,8%,-13%
MCF10A rereplic,-7%,27%,4%,1%,16%,?,-1%,7%,8%,16%

Arranged by the number under SW480 rerep (largest number first): 4 from the list above
entry	canonical_smiles	IL-1B inflam inh	SW480 rerep
6	Nc1nn2cc(-c3ccc(Br)cc3)nc2c2ccccc12	-25	24%
2	CCN1N=C(c2ccccc2)Cn2c1nc1ccccc12	1	2%
8	COc1cccc(C2C(C#N)=C(N)Oc3cc(N)ccc32)c1OC (stereo unspecified)	-5	1%
7	Cc1ccc(OCCCC(=O)Nc2nncs2)cc1	-15	-3%

Carrying on:
11. CCCC(C(=O)NCc1ccc(OC)cc1)N(Cc1ccco1)C(=O)c1snc(C(N)=O)c1N (stereo unspecified)
12. O=C(NCCc1ccc2c(c1)OCCO2)c1cccc(F)c1
13. COc1cc2cc(-c3ccc(OC)c(OC)c3C)nc(N)c2cc1OC
14. O=C(O)CSc1nnc(COc2cccc3ccccc23)o1
15. Cc1ccc2c(c1)-c1c(ssc1=S)C(C)(C)N2C(=O)CSc1nncn1C
16. O=C(CNC(=O)c1ccc(S(=O)(=O)N2CCCCC2)cc1)N/N=C/c1ccco1
17. CCOC(=O)C(C(C)=O)C(c1ccc(OC)cc1)C(C(C)=O)C(=O)OCC (stereo unspecified)
18. Fc1ccc(C2=CC(c3ccco3)n3ncnc3N2)cc1 (stereo unspecified)
19. O=C(CN1CCCCC1)Nc1c2c(nc3ccccc13)N(c1ccccc1)CC2
20. CC(C)C(=O)Nc1ncc(Cc2ccc(Cl)cc2)s1

Assay by compound,11,12,13,14,15,16,17,18,19,20
ATXN viability,i,i,?,i,i,i,i,i,?,i
ATXN2 expr inh,4%,/,-10%,15%,-13%,15%,-16%,-4%,-35%,-4%
HT1080NT lethal,2%,9%,8.2µM*,11%,-7%,-25%,3%,-7%,12µM*,-13%
IL-1B inflam inh,-13,21,5,9,-10,?,7,1,-81*,0
HepG2 tox,-5%,-10%,-41%,17%,-28%,3%,1%,22%,-54%,-15%
KB-3-1 cytotox,13%,?,?,2%,?,8%,13%,21%,-5%,-12%
SW480 rerep,10%,-4%,1.6µM*,0%,-4%,2%,0%,2%,?,9%
HT1080 IDH1KD tx,3%,7%,1.3µM*,12%,-19%,?,5%,0%,16µM*,?
MCF10A rereplic,?,1%,1.6µM*,-5%,-3%,-3%,-3%,9%,?,-10%

21. CC1(C(=O)NCc2ccccn2)CCN1C(=O)Cc1ccc(Cl)cc1Cl (stereo unspecified)
22. C[C@@H]1CNC(=O)c2c(C(=O)N[C@@H](Cc3c[nH]c4ccccc34)C(=O)OC(C)(C)C)ncn21
23. COc1ccc(CNC(=O)Nc2cc(C)cc(C)c2)cc1
24. Nc1nc(SCC(=O)O)[nH]c(=O)c1NC(=O)c1ccco1
25. COc1ccc(Cl)cc1NC(=O)NCCN1CCCCC1
26. O=C(CCl)NCc1cc(-c2ccc(Cl)cc2)no1
27. CCN(CC)S(=O)(=O)c1ccc(S(=O)(=O)Nc2ccc3c(c2)oc2ccccc23)cc1
28. CN(CC(=O)Nc1ccccc1C(=O)NC1CC1)Cc1ccc(Cl)cc1
29. CC(/C=C/c1ccco1)=N\NC(=O)COc1ccc(C)c(C)c1
30. CCOc1ccccc1NC(=O)C(C)Sc1nc2c(c(=O)[nH]1)CCCC2 (stereo unspecified)

Assay by compound,21,22,23,24,25,26,27,28,29,30
ATXN viability,i,i,i,i,i,?,i,i,i,?
ATXN2 expr inh,5%,7%,/,5%,2%[2.22 µM],?,-15%,1%,-4%,11%
HT1080NT lethal,19%,-9%,6%,15%,-3%,12µM*,-6%,1%,11%,/
IL-1B inflam inh,30,48,-11,-1,-27,-75*,0,-10,59,/
HepG2 tox,15%,5%,24%,6%,-4%,-36%,-76%,-17%,-20%,-15%
KB-3-1 cytotox,13%,-3%,12%,18%,3%,?,4%,2%,5%,-3%
SW480 rerep,/,/,-1%,-4%,6%[1.84 µM],?,1%,-8%,-4%,/
HT1080 IDH1KD tx,26%,-11%,8%,9%,-2%,9.2µM*,-16%,0%,24%,/
MCF10A rereplic,/,/,-2%,2%,-25%,?,?,-9%,-1%,/

31. COc1ccc(CCC(=O)NNC(=O)Nc2ccc(C(C)=O)cc2)cc1
32. CCOC(=O)c1c(C)nc2c(c1-c1ccccc1)C(=O)CCC2
33. Cc1cccc(OC(C)C(=O)OCC(=O)N2CCN(c3ccccc3)CC2)c1 (stereo unspecified)
34. CN(CC(=O)Nc1cccnc1)S(=O)(=O)c1ccc(Br)cc1
35. Cc1ccc(S(=O)(=O)N(C)C)cc1NC(=O)COC(=O)CC1CCCC1
36. CCOC(=O)c1sc(N)c(C(N)=O)c1C
37. Nc1cccc(C(=O)OCC(=O)NC2CCCc3ccccc32)c1 (stereo unspecified)
38. CC(Oc1ccc(Cl)cc1Cl)C(=O)NC1CCSC1=O (stereo unspecified)
39. COc1cccc(OCCn2cc(/C=N/NC(=O)c3ccncc3)c3ccccc32)c1
40. O=C(CCCCCn1c(=S)[nH]c2ccc(N3CCOCC3)cc2c1=O)NCc1ccc(Cl)cc1

Assay by compound,31,32,33,34,35,36,37,38,39,40
ATXN viability,i,i,i,i,i,i,i,i,i,/
ATXN2 expr inh,8%,-5%,-2%,-10%,3%,4%,-9%,-23%,?,?
HT1080NT lethal,10%,-1%,3%,4%,0%,-1%,6%,-9%,-3%,-11%
IL-1B inflam inh,i,7,5,i,4,-1,0,-26,-29,2
HepG2 tox,-2%,-5%,5%,0%,-8%,-13%,2%,-23%,-38%,-20%
KB-3-1 cytotox,-6%,9%,0%,4%,3%,-3%,8%,5%,?,?
SW480 rerep,-15%,-7%,-4%,-8%,-2%,?,-52%,-3%,2%,?
HT1080 IDH1KD tx,-1%,0%,5%,9%,5%,6%,4%,2%,?,15%
MCF10A rereplic,0%,20%,-3%,5%,-1%,0%,?,2%,?,6.5µM*

The last two entries of the section above open the next one:
39. COc1cccc(OCCn2cc(/C=N/NC(=O)c3ccncc3)c3ccccc32)c1
40. O=C(CCCCCn1c(=S)[nH]c2ccc(N3CCOCC3)cc2c1=O)NCc1ccc(Cl)cc1
41. COc1cccc(-c2nnc(SCC(=O)N3CCOCC3)o2)c1
42. COCCSc1ccccc1C(=O)Nc1cccnc1
43. O=C(CNC(=O)c1ccc(OC(F)F)cc1)NCC1(N2CCOCC2)CCCCC1
44. Clc1ccccc1-c1ccc(/C=N/Nc2nncc(-c3ccccc3)n2)o1
45. Cc1cccc2c(CC(=O)O)noc12
46. COc1ccc(C(O)c2ncc(-c3ccccc3OC)[nH]2)cc1F (stereo unspecified)
47. CCN(CC)C(=O)C1CCN(S(=O)(=O)c2ccc(C3CNC(=O)C3)cc2)CC1 (stereo unspecified)
48. O=C(C=Cc1cccs1)c1ccc(Cl)s1

Assay by compound,39,40,41,42,43,44,45,46,47,48
ATXN viability,i,/,i,i,i,i,i,i,i,i
ATXN2 expr inh,?,?,23%,4%,-1%,/,4%,12%,-5%,4%
HT1080NT lethal,-3%,-11%,3%,12%,-14%[9.24 µM],-4%,-11%,0%,1%,-19%
IL-1B inflam inh,-29,2,15,13,-7,29,26,24,11,-16
HepG2 tox,-38%,-20%,0%,6%,6%,3%,-7%,7%,-9%,-18%
KB-3-1 cytotox,?,?,?,0%,11%,0%,-2%,0%,8%,-5%
SW480 rerep,2%,?,-5%,-9%,-13%,-2%,-6%,/,-6%,?
HT1080 IDH1KD tx,?,15%,8%[9.24 µM],13%,3%,-3%,-4%,12%,13%,-2%
MCF10A rereplic,?,6.5µM*,7%,0%,-3%,1%,7%,/,0%,?

Screening results: PubChem BioAssay, National Center for Advancing Translational Sciences (NCATS)
